High-throughput results as filed in PubChem BioAssay.
GALK inhibitor: qHTS Assay for Inhibitors of Human Galactokinase (GALK). 0.007% of 270,000 active. AID 1868, 2009. Potency, µM (highest dose often 57.5 µM), inactives show at the highest dose activity change, negative = inhibition, hits mostly inhibitors. P51570. Purified GALK, Kinase-Glo residual ATP luminescence; also: potency is read from the fitted curve at half-maximal effect; % is scaled to controls: 0 for no effect and ±100 for the full control effect
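ATP-depletion format; final 35 uM ATP, 100 uM D-galactose, 5 nM enzyme; pH 8.0 HEPES/Mg2+ buffer; 60 min RT; luminescence read 10 min after detection reagent.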
Menin-MLL TR inh: qHTS Assay for Inhibitors Targeting the Menin-MLL Interaction in MLL Related Leukemias: Competition With Texas Red Labeled MLL-derived Mutant Peptide | O00255 | Menin + Texas Red MLL mutant peptide, fluorescence polarization | Potency, µM (top dose mostly 61.6 µM), inactives show at the highest dose FP activity change, negative = inhibition, actives largely listed as inhibitors | 0.23% of 270,000 active; active = well fitted inhibition curve with a large enough effect in the polarisation, with a control signal flat, not every such curve was filed as active; inconclusive = small, poorly fitted or top-dose-only effect, or effect the other way, or a change in a side signal; inactive = no such curve, though single readings can be large or run the other way; the % refers to the polarisation; also: potency is read from the fitted curve at half-maximal effect; % of control where 0% means no effect; many of its hits are not listed in these tables
Coupling enz: qHTS Assay for Inhibitors of Fructose-1,6-bisphosphate Aldolase from Giardia Lamblia: Coupling assay counterscreen. AID 2472, 2010. activity change, negative = inhibition, % at 58.2 µM, hits read low. coupling enzyme system counterscreen, AmpLite Red fluorescence. 0.67% of 290,000 active; in the data active = activity change below about -30%; also: % is scaled to controls: 0 for no effect and ±100 for the full control effect
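First, compound is pin-transferred into glyceraldehyde-3-phosphate coupling-enzyme reagent at 57.5 uM final and held 10 min at RT. Next, substrate, coupling system and AmpLite Red are added. After 20 min RT, fluorescence (525/598 nm) is read.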
S-ASM inh: Inhibitors of Secretory Acid Sphingomyelinase (S-ASM): qHTS. AID 504937, 2011. placental ASM, HMU-PC fluorogenic substrate, 60 min. 0.006% of 340,000 active. Potency, µM (titrated, usually from 57.5 µM), for inactives: at the highest dose activity change, negative = inhibition, hits mostly inhibitors; also: potency is read from the fitted curve at half-maximal effect
Target sequence (P17405 47-631 limits assumed): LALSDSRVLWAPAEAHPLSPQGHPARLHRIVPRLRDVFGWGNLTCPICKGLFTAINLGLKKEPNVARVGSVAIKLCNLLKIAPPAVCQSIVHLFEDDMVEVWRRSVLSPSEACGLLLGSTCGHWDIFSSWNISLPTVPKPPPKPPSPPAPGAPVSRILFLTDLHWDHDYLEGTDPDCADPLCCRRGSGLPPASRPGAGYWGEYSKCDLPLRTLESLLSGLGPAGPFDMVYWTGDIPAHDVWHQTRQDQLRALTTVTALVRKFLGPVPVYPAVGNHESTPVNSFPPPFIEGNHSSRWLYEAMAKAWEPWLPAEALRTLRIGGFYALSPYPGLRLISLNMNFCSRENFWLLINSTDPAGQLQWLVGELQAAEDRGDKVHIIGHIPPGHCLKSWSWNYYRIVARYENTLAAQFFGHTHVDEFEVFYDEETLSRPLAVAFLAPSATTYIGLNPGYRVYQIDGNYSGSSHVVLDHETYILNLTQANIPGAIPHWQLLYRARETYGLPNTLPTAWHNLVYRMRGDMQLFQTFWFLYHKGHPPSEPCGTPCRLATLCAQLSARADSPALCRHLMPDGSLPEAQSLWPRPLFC
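Fluorescence read-out (Ex 386 nm, Em 447 nm) after stopping the reaction at pH 10. Enzyme: ASM from human placenta; substrate HMU-PC0, 9 uM final; 60 min, 37 °C. Compound preincubation 10 min, ambient temperature.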
a7 integrin act: qHTS for Activators of Integrin-Mediated Alleviation for Muscular Dystrophy. alpha7betagal myoblasts, beta-gal FDG fluorescence, 48 h. Potency, µM (top dose mostly 38.3 µM), for inactives: at the top dose activation, usual class: activators. 0.064% of 350,000 active;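 also: potency is read from the fitted curve at half-maximal effect; 100% = response of the positive control SU9516; nearly all actives have a fitted effect of over 60% in size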
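alpha7betagal+/- myoblasts (passage 13, 250/well) treated 48 h at 37C with compounds at 1:260 dilution of DMSO stock. Lysed, then beta-galactosidase activity read as FDG fluorescence (ex 480/em 540) after 30 min, with pre-read for autofluorescence.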
Giardia kill: Small Molecules that selectively kill Giardia lamblia: qHTS; Giardia lamblia trophozoite viability; activity change, % at 7.66 µM, hits read low; 0.15% of 340,000 active; AID 540267, 2011; in the data active = activity change below about -80%; inconclusive = between about -30% and that limit;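 also: parasites exposed to compound for two days anaerobically before the ATP read; % is scaled to controls: 0 for no effect and ±100 for the full control effect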
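Giardia trophozoites, 100 cells per well, were exposed to compounds for 48 hrs at 37 deg C under anaerobic conditions; viability was then read as ATP content by bioluminescence after 15-30 min at room temperature.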
B2AR arrestin: qHTS assay of beta-arrestin-biased ligands of beta2-adrenergic receptor. Potency, µM (top dose mostly 46.1 µM), for the others: top-dose activation, usual class: activators. beta-arrestin recruitment to beta2AR, cell-based reporter. AID 492947, 2010. 0.02% of 330,000 active;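 also: potency is read from the fitted curve at half-maximal effect; 0% = DMSO controls and full agonism = EC100 isoproterenol or metaproterenol; nearly all actives have a fitted effect of over 65% in size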
TSG101-PTAP inh: qHTS Assay for Iinhibitors of HIV-1 Budding by Blocking the Interaction of PTAP/TSG101; Tumor susceptibility gene 101 protein (Homo sapiens), Q99816; Fluorescence polarization, FITC-PTAP peptide / Tsg101 binding; Potency, µM (titrated, usually from 115 µM), without a hit: top-dose activity change, negative = inhibition, actives largely listed as inhibitors; 340,000 tested, under 10 active; AID 493005, 2010; active = well fitted inhibition curve with a large enough effect in the main read-out, with a control signal flat, not every such curve was filed as active; inconclusive = small, poorly fitted or top-dose-only effect, or effect the other way, or a change in a side signal; inactive = no such curve, though single readings can be large or run the other way; also: potency is read from the fitted curve at half-maximal effect; % of control where 0% means no effect
Target sequence (Q99816 whole entry, looked up): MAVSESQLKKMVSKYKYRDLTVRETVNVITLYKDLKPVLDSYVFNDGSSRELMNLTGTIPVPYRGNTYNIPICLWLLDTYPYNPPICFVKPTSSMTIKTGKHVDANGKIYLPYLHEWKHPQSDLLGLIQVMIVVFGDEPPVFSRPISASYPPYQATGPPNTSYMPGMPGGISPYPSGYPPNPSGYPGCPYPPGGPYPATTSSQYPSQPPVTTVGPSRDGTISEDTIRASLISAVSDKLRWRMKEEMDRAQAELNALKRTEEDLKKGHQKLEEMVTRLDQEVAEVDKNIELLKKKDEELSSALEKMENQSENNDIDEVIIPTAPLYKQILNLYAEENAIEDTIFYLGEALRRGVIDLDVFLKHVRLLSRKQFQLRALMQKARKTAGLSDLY
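Fluorescence polarization binding of Tsg101 binding domain (10 uM final) to FITC-labeled PTAP peptide (50 nM final) in HEPES pH 7.5 buffer with NaCl, Tween 20, EDTA, TCEP. Compounds added before peptide; binding 20 min at RT.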
PKM2 act: qHTS Assay for Activators of Human Muscle isoform 2 Pyruvate Kinase; 0.34% of 260,000 active; Pyruvate kinase PKM (Homo sapiens), P14618; Potency, µM (series often up to 57.5 µM), for the others: at the highest dose activation, actives largely listed as activators; purified PKM2, Kinase-Glo ATP luminescence, activation; response scale: 0% is enzyme alone, no compound; AID 1631, 2009; also: potency is read from the fitted curve at half-maximal effect; % is scaled to controls: 0 for no effect and ±100 for the full control effect; nearly all actives have a fitted effect of over 55% in size
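Kinase-Glo luminescence reports ATP generated from ADP (0.1 mM) and PEP (0.5 mM) by purified hPK-M2 after 1 h at room temperature, pH 7.2 imidazole buffer; intermediate enzyme activity allows detecting inhibitors and activators.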
Tb PFK block: qHTS Assay to Find Inhibitors of T. brucei phosphofructokinase | 0.17% of 330,000 active | T. brucei PFK, ADP-Glo luminescence | AID 485367, 2010 | Potency, µM (series often up to 57.5 µM), without a hit: at the highest dose activity, negative = inhibition, usual class: inhibitors;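 also: potency is read from the fitted curve at half-maximal effect; 0% = uninhibited 1x PFK enzyme wells and -100% = no-enzyme wells; nearly all actives have a fitted effect of over 60% in size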
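Activity is normalized to no-enzyme wells (full inhibition) and 1.25 nM enzyme wells (no inhibition). Reaction: 0.5 mM F6P, 0.1 mM ATP, 45 min RT, ADP-Glo luminescence; concentration-response curves fitted and classed by quality.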
BCR signal inh: qHTS Assay to Find Inhibitors of Chronic Active B-Cell Receptor Signaling. Potency, µM (series often up to 46.1 µM), for inactives: at the top dose ratio change, negative = lower green/red ratio, usual class: inhibitors. 0.05% of 340,000 active. ABC-DLBCL IkBa-CBG/CBR reporter, luminescence ratio, 4 h; active = well fitted inhibition curve with a large enough effect in the signal ratio, with a control signal flat, not every such curve was filed as active; inconclusive = small, poorly fitted or top-dose-only effect, or effect the other way, or a change in a side signal; the % refers to the signal ratio;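 also: potency is read from the fitted curve at half-maximal effect; plate controls were basal doxycycline-induced cells for no effect and cells given 10 µM MG132 for full effect; MG132 reads +100%, hits lower the ratio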
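TMD8 human ABC-DLBCL cells with doxycycline-inducible IκBα–green luciferase fusion and unfused red luciferase, in 0.5% FBS medium; compounds up to 46 uM, 4 h at 37C. Green/red luminescence ratio, filter-overlap corrected, fitted to concentration-response curves.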
An asterisk follows results filed as active; ? = inconclusive; . = no result given; [ ] = another dose, or the depositor's remark. Unless noted, calls follow the shape of the dose curve; as a rule, active = well fitted curve in the direction sought with a large enough effect; inconclusive = small, poorly fitted or top-dose-only effect, or another doubt; inactive = no such curve, though single readings can be large; an effect the other way counts as inactive or inconclusive.

SMILES	GALK inhibitor	Menin-MLL TR inh	Coupling enz	S-ASM inh	a7 integrin act	Giardia kill	B2AR arrestin	TSG101-PTAP inh	PKM2 act	Tb PFK block	BCR signal inh
CC(=O)Nc1cccc(NC(=O)Cc2nc(-c3ccccc3)sc2-c2ccc(C)cc2)c1	1%	?	-3	-15%	-4%	20	0.9%	2%	-1%	-1%	?
O=C(c1cc(Br)c(Br)s1)N1CCc2ccccc2C1	.	.	.	-4%	-46%[inhibitor]	-11	-1.6%	1%	.	2%	?
CCn1nc(C(=O)NNC(=O)c2ccccc2)c2ccccc2c1=O	.	.	.	-2%	-24%	1	-0.1%	-1%	.	-12%	?
Cc1c(NC(=O)CSc2nc3ccccc3n2C)c(=O)n(-c2ccccc2)n1C	10%	17%	2	-2%	0%	2	-0.8%	0%	2%	1%	-1%
C/C(=N\NC(=O)c1ccncc1)C12CC3CC(CC(C3)C1)C2	0%	5%	0	1%	0%	16	-0.3%	-4%	-16%	-1%	-7%
CC1=CC(C)(C)N2C(=O)C3(C(C#N)=C(N)OC4=C3C(=O)CC(C)(C)C4)c3c(C)c(C)cc1c32 (stereo unspecified)	-2%	-8%	3	-1%	14%[7.66 µM]	0	-0.9%	-6%	0%	-4%	?
CCc1cccc(NC(=O)CN(c2ccc(OC)cc2)S(=O)(=O)c2c(C)n[nH]c2C)c1	-2%	26%	1	2%	0%	5	-0.9%	3%	1%	-3%	10%
COc1cccc(N2CCN(CC(=O)Nc3nc(C)c(C(=O)N(C)C)s3)CC2)c1	6%	0%	4	-1%	2%	5	-0.3%	-5%	2%	1%	?
CCOC(=O)c1ccc(NC(=O)c2ccc(NC(=O)C3CCCO3)cc2)cc1 (stereo unspecified)	6%	28%	0	-3%	2%	-6	-1.0%	-5%	.	-10%	-8%
O=C(N/N=C/c1cc(Br)c(O)c(Br)c1O)c1cccnc1	-2%	?	1	19%	-13%	-23	0.8%	-1%	.	?	?
COc1ccc(OC)c2c1cc(C(=O)N[C@@H](Cc1ccccc1)C(=O)O)n2C	-1%	-12%	-4	3%	-2%	0	-0.6%	-3%	.	0%	4%
CCC(C)NS(=O)(=O)c1ccc(OCC(=O)NCc2ccc(OC)cc2)cc1 (stereo unspecified)	-1%	0%	3	0%	-19%	0	-0.1%	-3%	2%	1%	-6%
CC(C)[C@@H](C(=O)NC1CCN(Cc2ccccc2)CC1)N1C(=O)N2CCc3c([nH]c4ccccc34)[C@@]2(C)C1=O	.	-14%	0	-9%	-40%	-10	0.4%	1%	3%	2%	?
CCOc1ccc(NC(=O)CCNC(=O)Cn2cnc3ccccc3c2=O)cc1	18%	-12%	-1	-3%	4%	3	0.2%	-5%	0%	1%	-9%
CC(C)OC(=O)c1ccc(N2C(=O)C3CC=CCC3C2=O)cc1 (stereo unspecified)	0%	-14%	-4	-6%	13%	-7	-0.5%	-8%	-6%	0%	?
COc1ccc2c(ccn2S(=O)(=O)c2ccccc2)c1	3%	19%	3	-3%	-27%	-10	-1.1%	0%	-5%	-2%	-3%
CC1CC2(NC(=O)NC2=O)C(C)CN1C (stereo unspecified)	-3%	-1%	3	-2%	5%	-21	-0.4%	-3%	0%	1%	-14%
O=C(CN1N=C(c2ccccc2)CCC1=O)NCCCN1CCc2ccccc2C1	-1%	-12%	2	4%	-25%	0	-0.1%	-3%	1%	0%	0%
Cc1cccc(NS(=O)(=O)Cc2ccccc2)n1	-2%	7%	3	3%	-20%	12	-0.7%	-1%	23%	-3%	-23%
CCN1CCN(CCn2c(=S)[nH]c3ccccc3c2=O)CC1	-3%	.	1	2%	-13%	0	0.0%	-4%	-1%	-2%	1%

2 consecutive records already listed:
SMILES	GALK inhibitor	Menin-MLL TR inh	Coupling enz	S-ASM inh	a7 integrin act	Giardia kill	B2AR arrestin	TSG101-PTAP inh	PKM2 act	Tb PFK block	BCR signal inh
COc1ccc(OC)c2c1cc(C(=O)N[C@@H](Cc1ccccc1)C(=O)O)n2C	-1%	-12%	-4	3%	-2%	0	-0.6%	-3%	.	0%	4%
CCC(C)NS(=O)(=O)c1ccc(OCC(=O)NCc2ccc(OC)cc2)cc1 (stereo unspecified)	-1%	0%	3	0%	-19%	0	-0.1%	-3%	2%	1%	-6%

Next part.
SMILES	GALK inhibitor	Menin-MLL TR inh	Coupling enz	S-ASM inh	a7 integrin act	Giardia kill	B2AR arrestin	TSG101-PTAP inh	PKM2 act	Tb PFK block	BCR signal inh
CC(=O)N1CCN(c2ccc(NC(=O)c3ccco3)cc2Cl)CC1	-7%	.	.	-2%	4%	6	0.2%	-1%	-1%	0%	?
Cc1cccc(NC(=O)C2COc3ccccc3O2)c1 (stereo unspecified)	2%	21%	-4	-1%	?	5	-1.2%	-1%	.	-1%	?
C#Cc1ccc([C@H]2C=C(C(=O)N3CCN(Cc4ccccc4)CC3)O[C@@H](OCC)[C@@H]2CCCO)cc1	0%	?	2	-1%	-12%	?	0.2%	-1%	-1%	-1%	-5%
COc1ccc(CNS(=O)(=O)c2cc(-c3cc(C)no3)ccc2OC)cc1OC	-1%	2%	-1	3%	-30%	-3	0.1%	-4%	.	0%	-10%
CCOC(=O)N1CCN(c2nc(-c3ccccc3)c3ccccc3n2)CC1	.	?	3	169%[activator]	-16%	-1	0.2%	-6%	.	1%	1%
O=C(O)Cn1cc(/C=C2/NC(=O)N(c3ccc(Cl)cc3)C2=O)c2ccccc21	-2%	?	3	25%	-22%	-30	-0.1%	0%	-8%	2%	?
COc1cc2cc(C)c3nnc(SCC(N)=O)n3c2cc1OC	12%	7%	2	.	.	.	-1.0%	.	1%	-3%	-1%
Cc1cccc(NC(=O)CSCC(=O)N2CCN(c3cccc(C(F)(F)F)c3)CC2)c1	.	.	.	-10%	28%	5	-0.2%	-6%	.	-2%	-7%
CCOC(=O)c1[nH]c2cc3c(cc2c1CCCN1C(=O)c2ccccc2C1=O)OCCO3	3%	?	0	-4%	-12%[7.66 µM]	-4	-0.5%	-1%	-5%	-3%	-1%
O=C(CC1SC2=NCCN2C1=O)Nc1ccc(Cl)cc1 (stereo unspecified)	0%	8%	1	0%	1%	-22	-0.3%	-4%	-2%	3%	?
CCN(C(=O)c1ccc2c(Cl)c3c(nc2c1)CCC3)c1ccc(C)c(C)c1	.	-16%	-1	-16%	-57%	-6	0.4%	-3%	4%	0%	?
COc1ccccc1CC1CC(=O)N(c2cccc(Cl)c2C)C1=O (stereo unspecified)	-4%	15%	1	-4%	29%	22	-0.6%	-2%	-4%	0%	3%
COc1ccc(CC(=O)OCC(=O)Nc2ccc(C(=O)Nc3ccc(OC)cc3)cc2)cc1	2%	18%	-1	3%	11%	10	-0.7%	-1%	-1%	0%	?
CCCSc1nc2c(cnn2-c2ccc(C)cc2)c(=O)[nH]1	-2%	-6%	2	-8%	13%	29	-0.3%	-3%	-1%	-3%	0%
Cc1ccc(S(=O)(=O)Nc2nc3ccccc3nc2NCC2CCCO2)c(C)c1 (stereo unspecified)	-2%	.	8	10%	11%	12	-0.3%	-10%	-1%	-1%	1%

An excerpt from above in order of length of the SMILES, high to low.
SMILES	GALK inhibitor	Menin-MLL TR inh	Coupling enz	S-ASM inh	a7 integrin act	Giardia kill	B2AR arrestin	TSG101-PTAP inh	PKM2 act	Tb PFK block	BCR signal inh
CCOC(=O)c1[nH]c2cc3c(cc2c1CCCN1C(=O)c2ccccc2C1=O)OCCO3	3%	?	0	-4%	-12%[7.66 µM]	-4	-0.5%	-1%	-5%	-3%	-1%
O=C(O)Cn1cc(/C=C2/NC(=O)N(c3ccc(Cl)cc3)C2=O)c2ccccc21	-2%	?	3	25%	-22%	-30	-0.1%	0%	-8%	2%	?
O=C(CN1N=C(c2ccccc2)CCC1=O)NCCCN1CCc2ccccc2C1	-1%	-12%	2	4%	-25%	0	-0.1%	-3%	1%	0%	0%

These rows are one share of the data; rates above refer to the full screens.
